DAX1 inh-1 = inhibitors of human orphan nuclear receptor DAX1 (NR0B1). P51843. HEK293 Gal4-DAX1 luciferase reporter, luminescence. inhibition, % at 6.75 µM. hit rate 0.99% among 340,000. AID 504766;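 active means inhibition above the mean over all tested compounds plus 3 SD, cut at about 4.2% in these data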;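 further: 0% = DAX1-transfected cells with DMSO and 100% = empty-vector control cells with DMSO; inhibition shows as a rise in luminescence from relieved DAX1 repression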
ADAM10 inh = ADAM10 inhibition, QFRET primary screen. O14672. recombinant ADAM10, EDANS/DABCYL FRET peptide cleavage, 3 h. hit rate 0.62% among 370,000. AID 720582. inhibition, % at 7 µM;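 active means inhibition above a per-campaign cutoff equal to the mean of compounds falling between control-based bounds plus 3 SD, cut at about 20% in these data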;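 further: 0% = DMSO wells while the 100% control is not disclosed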
DAX1 inh-2 = DAX1 (NR0B1) inhibition, primary screen | HEK293T StAR-luciferase reporter, SF-1/DAX-1 repression relief | inhibition, % at 6.8 µM | hit rate 1.1% among 370,000 | AID 652010;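 active means inhibition above the mean over all tested compounds plus 3 SD, cut at about 3.6% in these data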;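 further: 0% = DAX-1 cells with DMSO and 100% = cells lacking DAX-1 with DMSO; higher inhibition means more luminescence from relief of DAX-1 repression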
SMARCA2 activ = increases SMARCA2 function in MMTV reporter cells. hit rate 1% among 370,000. MG213 cells, MMTV-luciferase reporter, dexamethasone, overnight. activation, % at 9.1 µM; in the data active means activation above about 7.8%;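 further: 0% = vehicle wells and 100% = reference activator wells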
HGIII-sPLA2 inh = Blocks human group III sPLA2 activity. Q9NZ20. inhibition, % at 12.2 µM. hit rate 0.56% among 370,000. QFRET BODIPY PC-A2 liposome hydrolysis, fluorescence;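 active means inhibition above mean plus 3 SD of compounds lying within the high and low control bounds, cut at about 19% in these data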;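 further: 0% = median of test compound wells and 100% = no enzyme DMSO wells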
NPR1 activator = GC-A (human) enzyme activation; hit rate 0.14% among 370,000; P16066; HEK293 GC-A cells, cGMP TR-FRET, EC30 ANP; 0% at EC30 ANP, 100% saturating ANP; activation, % at 10 µM; in the data active means activation above about 40%
Target sequence (P16066 whole entry, looked up): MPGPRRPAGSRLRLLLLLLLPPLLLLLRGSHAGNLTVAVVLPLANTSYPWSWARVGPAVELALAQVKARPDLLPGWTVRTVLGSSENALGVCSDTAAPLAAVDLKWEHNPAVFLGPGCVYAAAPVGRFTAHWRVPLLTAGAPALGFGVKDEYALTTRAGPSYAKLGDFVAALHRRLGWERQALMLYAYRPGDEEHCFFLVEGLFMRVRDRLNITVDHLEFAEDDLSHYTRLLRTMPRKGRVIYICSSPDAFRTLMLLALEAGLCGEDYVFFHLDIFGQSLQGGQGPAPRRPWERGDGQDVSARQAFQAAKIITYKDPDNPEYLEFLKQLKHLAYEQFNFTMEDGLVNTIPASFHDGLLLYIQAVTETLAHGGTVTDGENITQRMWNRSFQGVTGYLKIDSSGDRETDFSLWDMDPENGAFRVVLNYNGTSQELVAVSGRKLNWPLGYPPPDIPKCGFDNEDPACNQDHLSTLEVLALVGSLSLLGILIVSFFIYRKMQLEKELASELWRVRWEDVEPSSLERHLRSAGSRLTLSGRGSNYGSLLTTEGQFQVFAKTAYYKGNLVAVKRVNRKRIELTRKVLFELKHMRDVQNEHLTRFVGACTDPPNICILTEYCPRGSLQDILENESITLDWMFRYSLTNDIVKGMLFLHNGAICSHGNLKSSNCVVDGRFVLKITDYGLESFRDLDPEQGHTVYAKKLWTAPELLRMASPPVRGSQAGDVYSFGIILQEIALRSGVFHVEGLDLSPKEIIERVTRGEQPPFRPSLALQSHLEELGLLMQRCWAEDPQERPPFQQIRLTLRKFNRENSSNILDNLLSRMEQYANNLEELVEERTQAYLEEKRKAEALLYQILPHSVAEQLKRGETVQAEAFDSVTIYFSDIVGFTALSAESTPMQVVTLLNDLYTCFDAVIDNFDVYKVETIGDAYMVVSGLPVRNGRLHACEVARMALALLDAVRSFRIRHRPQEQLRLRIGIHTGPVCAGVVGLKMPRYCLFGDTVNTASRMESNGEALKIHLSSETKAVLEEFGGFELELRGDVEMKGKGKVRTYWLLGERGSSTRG
ssDAF-12 act = activates DAF-12 receptor from parasite S. stercoralis. hit rate 1% among 370,000. activation, % at 6.8 µM. HEK293 ssDAF-12/GRIP1 lit1-tk-luc reporter, luminescence; % of 3 µM dafachronic acid response;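 active means activation above the mean over all tested compounds plus 3 SD, cut at about 0.9% in these data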;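 further: 0% = DMSO-only wells and 100% = 3 µM delta7-dafachronic acid wells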
NPR2 activator = GC-B (human) receptor activation; AID 1920062; HEK293-GC-B cells, CNP EC30, cGMP TR-FRET; 0% at EC30 CNP, 100% saturating CNP; P20594; activation, % at 10 µM; hit rate 0.11% among 370,000;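 active means activation at 10 µM reaching about 35% in either raw or pattern-adjusted values, limit read from the data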
hgDAF-12 ag = activates the H. glycines DAF-12 receptor ligand-binding domain. HEK293 GAL4-hgDAF12 UAS-luciferase reporter, agonist luminescence; normalized to butyrate control. activation, % at 6.8 µM. hit rate 1.8% among 370,000;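 active means activation above a cutoff set at the mean of all screened compounds plus 3 SD, cut at about 10% in these data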;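 further: 0% = DMSO wells and 100% = sodium butyrate wells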
hcDAF-12 act = H. contortus DAF-12 activation, primary screen. HEK293 hcDAF-12 lit1-tk-luc reporter, luminescence; 0% DMSO, 100% Δ7-dafachronic acid. activation, % at 6.8 µM. hit rate 1.4% among 370,000. AID 652067;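 active means activation above the mean of all tested compounds plus 3 SD, cut at about 5.5% in these data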;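 further: 100% = response to 3 µM Δ7-dafachronic acid high control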
FXN GAA850 act = activators of GAA850 frataxin (FXN) promoter; HEK293 lucGAA850 FXN promoter luciferase reporter, 24 h; percent of 10 µM SAHA response; activation, % at 6 µM; hit rate 0.56% among 360,000; AID 540364;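 active means activation above the average of all compounds screened plus 3 SD, cutoff fixed separately per campaign, cut at about 7.5% in these data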;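 further: 0% = DMSO wells and 100% = 10 µM SAHA wells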
Starred values were filed as active, the others as inactive; . = no result given.

Value order: DAX1 inh-1 | ADAM10 inh | DAX1 inh-2 | SMARCA2 activ | HGIII-sPLA2 inh | NPR1 activator | ssDAF-12 act | NPR2 activator | hgDAF-12 ag | hcDAF-12 act | FXN GAA850 act
[1] O=[N+]([O-])c1ccc(O)c(N=Cc2sc3ccccc3c2O)c1
→ -0.5 | -16 | -0.5 | -2 | 26* | -6 | -1.4 | -10 | -2.6 | 3.6 | 0.9
[2] CCCC(c1nnnn1Cc1cccs1)N1CCN(C2CCCC2)CC1 (centres undefined)
→ -0.4 | -4 | 0.4 | -3 | -1 | 3 | -0.7 | -2 | 0.7 | 0.4 | -1.8
[3] CNC(=S)NNC(=O)c1cn(C)nc1C
→ 0.0 | 0 | 0.9 | 2 | 1 | -1 | -1.3 | 5 | 4.9 | -0.2 | 2.5
[4] CCC1CCCCN1S(=O)(=O)c1ccc2[nH]c(=O)ccc2c1 (centres undefined)
→ 1.6 | -18 | -1.5 | -2 | 14 | 1 | -0.8 | 2 | -0.2 | -1.1 | 1.4
[5] CC(=O)N1CCc2cc(S(=O)(=O)NCC(=O)NCc3ccc(Cl)cc3)ccc21
→ -0.8 | -14 | -0.3 | -3 | 1 | 3 | -0.6 | -3 | -4.8 | -2.0 | 0.2
[6] CC(=O)CC(=O)Nc1ccn(-c2ccccc2)n1
→ -0.5 | -2 | 0.7 | -3 | -11 | 14 | -1.1 | -4 | 0.7 | -0.7 | 1.8
[7] Nc1cc(OC(=O)c2cccs2)nn1S(=O)(=O)c1ccc(F)cc1
→ -0.1 | 5 | -0.3 | 1 | 1 | 3 | -0.9 | 0 | 2.3 | 0.2 | 0.8
[8] CSc1nnc2ccc(-c3ccccn3)nn12
→ 2.0 | -7 | 0.7 | 1 | 2 | 3 | -1.6 | -7 | 1.9 | -0.7 | -0.3
[9] CC(Cc1nnc(SCC(=O)O)n1N)c1ccccc1 (centres undefined)
→ -0.2 | 2 | -0.5 | 1 | 5 | 6 | -0.7 | -1 | -2.8 | -0.3 | 1.3
[10] Cc1nc2cc(-c3cccs3)nn2c(NCC(C)(C)CN(C)C)c1C
→ 0.4 | -10 | 0.1 | 1 | -2 | -1 | -1.2 | 3 | 4.0 | 2.4 | 0.0

Additional compounds
Value order: DAX1 inh-1 | ADAM10 inh | DAX1 inh-2 | SMARCA2 activ | HGIII-sPLA2 inh | NPR1 activator | ssDAF-12 act | NPR2 activator | hgDAF-12 ag | hcDAF-12 act | FXN GAA850 act
[11] COc1ccc(Cl)cc1N1C(=O)C2CCCN2C1c1ccc(F)cc1 (centres undefined)
→ 4.5* | 11 | -0.2 | 2 | -2 | -12 | -1.3 | -12 | 4.3 | 0.7 | -1.0
[12] COC(=O)c1cc(S(=O)(=O)Nc2ccsc2C(=O)OC)oc1C
→ -0.9 | -6 | 0.9 | -3 | 3 | 3 | -0.7 | 3 | -1.7 | 2.0 | -0.5
[13] CCN=C1S/C(=C\c2cn(CC(=O)NCCOC)c3ccccc23)C(=O)N1CC
→ -1.5 | 1 | -0.5 | 1 | -5 | 2 | -0.9 | -2 | -1.5 | 1.0 | 5.5
[14] O=C(CN1CCOCC1)Nc1cc(C(F)(F)F)ccc1Cl
→ 0.1 | -7 | -0.8 | -4 | 10 | -1 | -1.1 | -1 | 0.1 | -1.8 | -1.9
[15] O=C(NCc1ccccc1F)C1CC(=O)N(Cc2ccco2)C1 (centres undefined)
→ 0.9 | 2 | 0.6 | 0 | 2 | 1 | 0.0 | 2 | 3.2 | 1.0 | -1.0
[16] CCNC(=O)C1CCCN(C(=O)c2ccc3c(c2)OCO3)CC1 (centres undefined)
→ . | 0 | 0.5 | 6 | 2 | -1 | -0.8 | 10 | -2.3 | -0.1 | 0.0
[17] CCOc1ccc(NC(=O)CN(C)C(=O)Cc2n[nH]c(=O)c3ccccc23)cc1OCC
→ 0.8 | 3 | 0.3 | 5 | -6 | 2 | -0.4 | -1 | 1.8 | 1.5 | 1.4
[18] COc1ccc(Cn2c(=S)[nH]c3ccsc3c2=O)cc1
→ 4.0 | 2 | 0.4 | -2 | 10 | 2 | -0.9 | -1 | 1.6 | -1.9 | 0.9
[19] COc1ccc(-n2nc(C(=O)N3CCCCC3)c(C)c(C#N)c2=O)cc1
→ 0.1 | 1 | 1.1 | 1 | -8 | 4 | -1.8 | -4 | 1.3 | -1.2 | -0.5
[20] O=C1CC(c2ccco2)CC(O)=C1C=NCCN1CCNCC1 (centres undefined)
→ 0.3 | -1 | -0.3 | 1 | -1 | 6 | -1.4 | 9 | 0.6 | -0.6 | -1.2

2 compounds drawn at random from those above:
Value order: DAX1 inh-1 | ADAM10 inh | DAX1 inh-2 | SMARCA2 activ | HGIII-sPLA2 inh | NPR1 activator | ssDAF-12 act | NPR2 activator | hgDAF-12 ag | hcDAF-12 act | FXN GAA850 act
[19] COc1ccc(-n2nc(C(=O)N3CCCCC3)c(C)c(C#N)c2=O)cc1
→ 0.1 | 1 | 1.1 | 1 | -8 | 4 | -1.8 | -4 | 1.3 | -1.2 | -0.5
[12] COC(=O)c1cc(S(=O)(=O)Nc2ccsc2C(=O)OC)oc1C
→ -0.9 | -6 | 0.9 | -3 | 3 | 3 | -0.7 | 3 | -1.7 | 2.0 | -0.5

Later entries.
Value order: DAX1 inh-1 | ADAM10 inh | DAX1 inh-2 | SMARCA2 activ | HGIII-sPLA2 inh | NPR1 activator | ssDAF-12 act | NPR2 activator | hgDAF-12 ag | hcDAF-12 act | FXN GAA850 act
[21] Cc1ccc(CCNC(=O)c2nnn(-c3cccc(C)c3)c2N)cc1
→ 0.3 | -3 | -0.7 | -1 | -6 | -11 | -0.7 | -2 | 1.5 | -3.5 | -0.4
[22] COc1ccc(-c2csc(NCCc3nc4cc(Cl)c(N5CCCCC5)cc4n3CCOCCO)n2)cc1
→ -1.8 | 8 | -0.5 | 1 | -5 | 2 | -1.1 | 5 | -0.7 | 0.0 | -1.7
[23] NC(=O)COC(=O)c1cc([N+](=O)[O-])ccc1NCCO
→ -0.9 | 6 | 0.1 | -1 | 0 | 1 | -1.9 | 2 | 0.3 | -2.2 | 1.0
[24] COC(=O)c1cc(C#N)c(OC)nc1C
→ -1.0 | -1 | 0.0 | -1 | 2 | 1 | -1.3 | -6 | 3.2 | -1.4 | 2.4

Eleven entries from above, ordered by formula weight, ascending.
Value order: DAX1 inh-1 | ADAM10 inh | DAX1 inh-2 | SMARCA2 activ | HGIII-sPLA2 inh | NPR1 activator | ssDAF-12 act | NPR2 activator | hgDAF-12 ag | hcDAF-12 act | FXN GAA850 act
[24] COC(=O)c1cc(C#N)c(OC)nc1C
→ -1.0 | -1 | 0.0 | -1 | 2 | 1 | -1.3 | -6 | 3.2 | -1.4 | 2.4
[23] NC(=O)COC(=O)c1cc([N+](=O)[O-])ccc1NCCO
→ -0.9 | 6 | 0.1 | -1 | 0 | 1 | -1.9 | 2 | 0.3 | -2.2 | 1.0
[18] COc1ccc(Cn2c(=S)[nH]c3ccsc3c2=O)cc1
→ 4.0 | 2 | 0.4 | -2 | 10 | 2 | -0.9 | -1 | 1.6 | -1.9 | 0.9
[20] O=C1CC(c2ccco2)CC(O)=C1C=NCCN1CCNCC1 (centres undefined)
→ 0.3 | -1 | -0.3 | 1 | -1 | 6 | -1.4 | 9 | 0.6 | -0.6 | -1.2
[14] O=C(CN1CCOCC1)Nc1cc(C(F)(F)F)ccc1Cl
→ 0.1 | -7 | -0.8 | -4 | 10 | -1 | -1.1 | -1 | 0.1 | -1.8 | -1.9
[21] Cc1ccc(CCNC(=O)c2nnn(-c3cccc(C)c3)c2N)cc1
→ 0.3 | -3 | -0.7 | -1 | -6 | -11 | -0.7 | -2 | 1.5 | -3.5 | -0.4
[19] COc1ccc(-n2nc(C(=O)N3CCCCC3)c(C)c(C#N)c2=O)cc1
→ 0.1 | 1 | 1.1 | 1 | -8 | 4 | -1.8 | -4 | 1.3 | -1.2 | -0.5
[12] COC(=O)c1cc(S(=O)(=O)Nc2ccsc2C(=O)OC)oc1C
→ -0.9 | -6 | 0.9 | -3 | 3 | 3 | -0.7 | 3 | -1.7 | 2.0 | -0.5
[13] CCN=C1S/C(=C\c2cn(CC(=O)NCCOC)c3ccccc23)C(=O)N1CC
→ -1.5 | 1 | -0.5 | 1 | -5 | 2 | -0.9 | -2 | -1.5 | 1.0 | 5.5
[17] CCOc1ccc(NC(=O)CN(C)C(=O)Cc2n[nH]c(=O)c3ccccc23)cc1OCC
→ 0.8 | 3 | 0.3 | 5 | -6 | 2 | -0.4 | -1 | 1.8 | 1.5 | 1.4
[22] COc1ccc(-c2csc(NCCc3nc4cc(Cl)c(N5CCCCC5)cc4n3CCOCCO)n2)cc1
→ -1.8 | 8 | -0.5 | 1 | -5 | 2 | -1.1 | 5 | -0.7 | 0.0 | -1.7

Screening results (PubChem)
